MC4R barr agon: MC4R agonists recruiting beta-arrestin, primary screen, cell-based, luminescence, agonist arm of biased-ligand search; U2OS MC4R beta-arrestin complementation; percent of melanotan II response, DMSO zero; activation, % at 8.9 µM; 360,000 compounds, 0.98% hits;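 active = activation above a per-plate cutoff, the mean activation of sample wells on that plate plus 3 SD, cut at about 8% in these data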
MC4R antagonist: MC4R antagonists of cAMP signaling, primary screen, cell-based, TR-FRET, antagonist arm of biased-ligand search. MC4R-expressing cells, MTII-stimulated cAMP, LANCE TR-FRET. inhibition, % at 6.5 µM. 360,000 compounds, 0.48% hits. AID 540295, 2011;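 active = inhibition above its plate's cutoff, the mean of tested wells on that plate plus 3 SD, cut at about 29% in these data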;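 note: 0% = Melanotan II alone and 100% = Melanotan II plus saturating MCL0020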
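System – human MC4R-expressing U2OS cells · Also added – Melanotan II · Dosing – one concentration, 6.5 µM nominal · Timing – 30-min compound, 1-h challenge, 1-h detection, room temperature · Measured by – Eu-cAMP/anti-cAMP TR-FRET, emission 671 nm · Replicates – singlicate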
ABCB6 inh 2: ABCB6 transporter inhibitors, primary screen, K562-ABCB6 cells, flow cytometry, MLPCN library; 360,000 compounds, 0.19% hits; fluorescence ratio to DMSO, % at 10 µM; K562-ABCB6 porphyrin accumulation, 1 h; hits give low values;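 active = fluorescence ratio to DMSO below 75%, the collection mean minus 3 SD; inconclusive = too few cells collected in the well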;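 note: signal is porphyrin accumulated inside mitochondria; 100% equals median channel fluorescence of DMSO control wells; lower ratio means ABCB6 inhibition with less porphyrin fluorescence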
Target sequence (Q9NP58 whole entry, looked up): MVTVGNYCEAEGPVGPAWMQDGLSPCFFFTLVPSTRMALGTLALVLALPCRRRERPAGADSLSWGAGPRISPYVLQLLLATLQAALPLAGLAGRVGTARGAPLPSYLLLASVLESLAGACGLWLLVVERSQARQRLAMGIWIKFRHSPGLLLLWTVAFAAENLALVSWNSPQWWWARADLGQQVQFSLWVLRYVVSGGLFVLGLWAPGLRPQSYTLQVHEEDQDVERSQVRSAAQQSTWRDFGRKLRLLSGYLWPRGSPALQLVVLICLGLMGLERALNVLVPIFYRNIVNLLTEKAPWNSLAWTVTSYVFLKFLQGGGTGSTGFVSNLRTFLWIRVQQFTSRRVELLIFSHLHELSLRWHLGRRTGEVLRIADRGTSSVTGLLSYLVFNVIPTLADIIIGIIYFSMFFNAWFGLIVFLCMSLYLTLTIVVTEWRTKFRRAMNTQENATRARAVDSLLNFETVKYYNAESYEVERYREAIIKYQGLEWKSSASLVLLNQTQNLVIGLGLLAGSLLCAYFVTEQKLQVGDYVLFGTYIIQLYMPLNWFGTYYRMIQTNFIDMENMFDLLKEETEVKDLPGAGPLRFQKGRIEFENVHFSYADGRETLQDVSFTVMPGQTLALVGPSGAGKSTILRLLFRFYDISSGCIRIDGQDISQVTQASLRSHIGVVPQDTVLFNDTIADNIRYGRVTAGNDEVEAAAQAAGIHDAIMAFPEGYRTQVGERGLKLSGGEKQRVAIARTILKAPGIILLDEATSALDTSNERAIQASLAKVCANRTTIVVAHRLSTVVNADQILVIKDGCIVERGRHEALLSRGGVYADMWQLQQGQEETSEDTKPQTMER
Glyco luc inh: increase of ERlucT glycosylation luciferase signal, primary screen, N-linked glycosylation inhibitor project, D54 ERlucT cells, luminescence, set 2. reporter increase, % at 12.5 µM. 360,000 compounds, 0.23% hits. D54 ERlucT glycosylation luciferase reporter, 24 h; percent of 100 nM tunicamycin response;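 active = mean luciferase reporter signal, scaled so untreated is 0 and the glycosylation-blocking control 100, at or above a set limit in every replicate; inconclusive = mean reaches the limit but not every replicate does; inactive = mean below the limit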;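 note: luciferase carries N-glycosylation sites so blocking glycosylation raises the light; 0% = median of neutral control wells and 100% = median of 100 nM tunicamycin wells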
Cardio protect: cardioprotection against H2O2-induced cell death, primary screen, uHTS, H9c2 cells, ATPLite luminescence. H9c2 cardiomyocytes, H2O2 injury protection, 2 h. protection from H2O2 cell death, % at 20 µM. 360,000 compounds, 0.63% hits. AID 588492, 2011;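 active = compounds giving at least 50% protection of heart cells from peroxide-induced death in the single-dose screen, raw or plate-pattern-corrected value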;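 note: 0% = DMSO wells with peroxide and 100% = DMSO wells without peroxide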
aDG glyco act: activators of alpha-DG glycosylation, primary screen, uHTS, Pro5-aDG cells, AlphaScreen; alpha-DG glycosylation AlphaScreen (IIH6); 0% Pro5, 100% B10-LARGE cell signal; activation, % at 10 µM; 360,000 compounds, 0.22% hits;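 active = activation of at least 8% versus controls, or a plate z-score of at least 8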;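 note: Pro5 are CHO cells carrying HIG-tagged alpha-DG that lacks glycosylation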
m5-HT2A agonist: mouse Htr2a agonists via beta-arrestin recruitment, primary screen, cell-based, luminescence; 5-hydroxytryptamine receptor 2A (Mus musculus), P35363; CHO-K1 mHTR2A beta-arrestin complementation; percent of 30 µM serotonin response; activation, % at 7.6 µM; 360,000 compounds, 0.66% hits;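 active = activation above a run cutoff, the mean activation of all tested compounds plus 3 SD, cut at about 14% in these data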;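 note: 0% = plate median of compound wells and 100% = 30 µM serotonin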
PDI turbidity: inhibitors of human PDI, primary screen, biochemical, turbidity, single point, plate reader. Protein disulfide-isomerase (Homo sapiens), P07237. AID 588391, 2011. PDI insulin aggregation turbidity, A650, 90 min. inhibition, % at 10 µM. 350,000 compounds, 0.052% hits;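 active = mean inhibition across replicates of 30% or more, whatever share of single replicates reach that level; inconclusive = mean inhibition below 30% while every single replicate reaches 30%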;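 note: absorbance from insulin aggregation driven by PDI reduction with DTT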
Vif imaging: HIV Vif self-association inhibitors, primary screen, imaging, HEK293T, single point; 340,000 compounds, 0.35% hits; inhibition, % at 7.49 µM; HEK293T cells, Vif self-association by quenched fluorescence, 24 h; in the data active = inhibition above about 50%, passing the limit was not always enough; inconclusive = no clear call, values can overlap the other calls; inactive = below about 31%; note: some results filed as inactive read as strong as hits
CaV13 FRET inh: Primary screen for inhibitors of IQ motif and Ca2+-dependent inactivation inhibitor domain binding in CACNA1D, Förster resonance energy transfer in living cells, … | HEK cells, CFP/YFP FRET ICDI-IQ, plate reader, 10 min; percent FRET-ratio fall versus neutral wells | 340,000 compounds, 0.098% hits | inhibition, % at 12.3 µM;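 active = mean replicate inhibition of at least 30% and at least 1% of replicates passing that level; inconclusive = only one of the two criteria is met; inactive = neither criterion is met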;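 note: 0% = median of the neutral control wells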
Numbers without * were called inactive; i = inactive; ? = inconclusive; / = no result given. Some of the compounds tested. The share of hits here may be higher or lower than overall.

Fields – MC4R barr agon	MC4R antagonist	ABCB6 inh 2	Glyco luc inh	Cardio protect	aDG glyco act	m5-HT2A agonist	PDI turbidity	Vif imaging	CaV13 FRET inh
> CC(=O)c1cc(C#N)c(N2CCN(C)CC2)nc1C
    2.3	6	83	0	1	-0.2	-3	3	-4	-4
> C[C@]12CC[C@H](O)CC1=CCC1C2CC[C@@]2(C)C1C[C@@H](O)[C@@H]2O (some centres undefined)
    0.1	-21	99	-2	-2	0.0	1	-6	12	-9
> Oc1ccc(Cl)cc1CN1CCN(Cc2ccccc2)CC1
    3.5	-1	95	-3	-3	0.1	-3	6	7	-3
> CCOc1ccc(CN2CCN(C(=O)Cc3ccccc3)CC2)cc1
    -0.5	-2	105	0	7	0.0	-1	-4	-5	-20
> O=C(CN1CCCCC1)c1ccc2c(c1)OCO2
    -2.2	8	98	0	8	-0.1	2	7	-6	-4
> NCCCCCC(=O)OC1N=C(c2ccccc2Cl)c2cc(Br)ccc2NC1=O (centres undefined)
    0.9	-1	96	-3	2	0.0	-2	5	-15	-10
> COc1ccc2c(c1)C(NC(C)=O)CCc1cc(OC)c(OC)c(OC)c1-2 (centres undefined)
    -1.9	-21	103	8	3	-0.3	6	-8	-1	-7
> COc1ccc(CC(C)NC2CCCCCC2)cc1 (centres undefined)
    -1.5	6	100	2	0	-0.1	-2	3	-5	-5
> CN(C)CC(C(=O)Cc1ccccc1)c1ccccc1 (centres undefined)
    -1.4	8	106	-13	-20	0.0	-1	13	18	-10
> CCn1ccnc1CN1CCCC(C(=O)c2cccc(C(F)(F)F)c2)C1 (centres undefined)
    -2.8	-5	94	0	-1	1.5	10	-6	1	-2
> CCCCn1c(=O)c(C(=O)Nc2ccccc2Cl)c(O)c2ccccc21
    -2.2	1	96	-3	29	1.3	2	-3	3	-5
> COC(=O)C1=C(c2ccc(OC(F)(F)F)cc2)C[C@@H]2CC[C@H]1N2C(=O)NC1CC1
    0.0	11	96	0	-5	-0.1	-1	-18	6	-4
> Cc1ccc2[nH]c(C)c(CCNCc3cccnc3)c2c1
    0.6	-3	100	2	3	0.0	4	14	5	-33
> COc1c(O)ccc2c1-c1c3c(cc4c1C(C2)N(C)CC4)OCO3 (centres undefined)
    -0.1	16	104	1	-4	-0.3	-6	5	-1	-4
> c1ccc(N2[C@@H]3CC[C@H]2c2ccccc2C3)cc1
    1.9	11	102	-2	-11	-0.2	0	-3	1	-6
> O=C(NCC(c1cccnc1)N1CCN(c2ccccc2F)CC1)Oc1ccccc1 (centres undefined)
    -1.4	2	95	-1	-8	0.1	0	-2	-5	-7
> Clc1ccccc1CN1CCN(c2ccccc2Cl)CC1
    0.6	-3	117	4	-5	-0.1	6	-3	5	-8
> O=C1NC(=O)C(=Cc2ccc(-c3ccccc3[N+](=O)[O-])o2)C(=O)N1
    -0.6	28	96	11	-2	0.2	4	6	0	-6
> c1cc(OCCN2CC2)ccn1
    -0.1	-3	94	-4	0	0.2	7	-1	3	-11
> O=C(c1ccccc1F)c1cn(CC(=O)N2CCCCC2)c2ccccc12
    -1.1	0	97	-1	10	-0.1	-1	-12	-12	-4
> CC(=O)c1c(C)n(Cc2ccccc2Cl)c2ccc(O)cc12
    -1.9	-6	91	-3	-1	1.2	-2	-4	3	-2
> CCN(CC)C(=O)c1ccc2c(c1)C1C=CCC1C(C(=O)O)N2 (centres undefined)
    -3.8	12	96	0	5	0.0	-3	13	-5	-3
> COc1ccc(CC(=O)N2CCN(C)CC2)cc1
    0.1	3	91	0	7	-0.1	-3	11	11	-3
> NCCCC(=O)OC1N=C(c2ccccc2Cl)c2cc(Br)ccc2NC1=O (centres undefined)
    -3.0	13	100	-1	-2	-0.2	5	-2	-1	4
> O=C1C=CC(=O)C=C1
    0.2	13	102	-1	-6	0.1	35*	0	-1	-6
> C=CCOC(=O)C1=C(C)OC(N)=C(C(=O)OCC)C12C(=O)N(CC(N)=O)c1ccccc12 (centres undefined)
    -0.3	7	99	-1	3	-0.1	1	-4	3	-6
> Cc1nc2cc(C(F)(F)F)ccc2n1C1CCN(Cc2nnnn2Cc2cccs2)CC1
    6.5	-3	99	8	2	0.0	-3	2	-13	-4
> O=C1c2ccccc2-n2nnc(-c3ccccc3)c2C2c3ccccc3CCN12 (centres undefined)
    /	/	93	-3	8	0.0	6	/	6	-10
> C=CCN1C(=O)NC(=O)/C(=C/c2cc3c4c(c2)CCCN4CCC3)C1=O
    -1.2	-2	130	-1	10	-0.2	-3	-1	3	-3
> COC(=O)C1=C(c2c(C)noc2C)C[C@@H]2CC[C@H]1N2C(=O)NCCNC(C)=O
    0.4	8	97	2	10	0.2	6	-15	-1	-9

3 structures from above, sorted by count of non-hydrogen atoms, low to high.
Fields – MC4R barr agon	MC4R antagonist	ABCB6 inh 2	Glyco luc inh	Cardio protect	aDG glyco act	m5-HT2A agonist	PDI turbidity	Vif imaging	CaV13 FRET inh
> O=C1C=CC(=O)C=C1
    0.2	13	102	-1	-6	0.1	35*	0	-1	-6
> CCOc1ccc(CN2CCN(C(=O)Cc3ccccc3)CC2)cc1
    -0.5	-2	105	0	7	0.0	-1	-4	-5	-20
> COC(=O)C1=C(c2c(C)noc2C)C[C@@H]2CC[C@H]1N2C(=O)NCCNC(C)=O
    0.4	8	97	2	10	0.2	6	-15	-1	-9

The listing continues.
Fields – MC4R barr agon	MC4R antagonist	ABCB6 inh 2	Glyco luc inh	Cardio protect	aDG glyco act	m5-HT2A agonist	PDI turbidity	Vif imaging	CaV13 FRET inh
> O=[N+]([O-])c1ccc(Nc2ccccc2)cc1
    -3.4	-8	97	-4	-9	0.3	0	0	2	-4
> Cc1ccc2c(c1)Oc1ccccc1N=C2
    -1.1	1	99	2	2	-0.1	-6	7	0	-2
> N#CCN1CCN(c2ccc(C(F)(F)F)cc2)CC1
    -3.1	3	101	3	10	0.0	11	0	2	-3
> O=C1CC(N2CCC(n3c(=O)[nH]c4ccccc43)CC2)C(=O)N1Cc1ccccc1 (centres undefined)
    0.6	-4	97	0	-1	0.0	3	1	-12	-6
> O=C(COc1ccccc1)N1CCN(Cc2c[nH]c3ccccc23)CC1
    -1.6	0	105	-2	7	0.1	16*	9	1	-6
> Cc1cc(=O)[nH]c(SCc2nc3ccccc3c(=O)n2-c2ccccc2C)n1
    -2.5	-2	93	1	4	-0.4	4	-2	0	6
> O=C1NC(=O)C(C/C=C/c2ccccc2)C(=O)N1
    0.7	3	97	2	2	-0.3	0	-11	9	-7
> O=c1[nH]c2ccccc2n1C1CCN(C(c2ccccc2OC(F)(F)F)c2nnnn2Cc2ccccc2)CC1 (centres undefined)
    /	/	84	-10	-3	-0.7	5	/	/	-6
> C=CCn1c(O)c(C=Nc2ccc(OC)cc2C)c(=O)[nH]c1=O
    -0.4	-4	90	2	16	-0.1	5	-14	18	-5
> O=C(Cc1ccccc1)N1CCN(Cc2c[nH]c3ccccc23)CC1
    -0.6	-1	95	-2	0	-0.1	22*	3	3	-5
> CCC1(CCO)C(=O)NC(=S)NC1=O
    0.1	-1	97	0	6	0.1	4	-7	-1	-6
> COC(=O)C1=C(c2cccc(OCc3ccccc3)c2)C[C@@H]2CC[C@H]1N2C(=O)NCCc1ccc(F)cc1
    -0.7	5	92	-6	-6	0.4	-4	1	0	-11
> CN(C)S(=O)(=O)c1cc(C(=O)N2CCC(C(=O)O)(c3ccccc3)CC2)ccc1Cl
    2.6	17	97	1	-5	0.1	-3	-4	-7	-2
> CCc1ccc(N2C(=O)NC(=O)C(Cc3ccc(OC)cc3OC)C2=O)cc1 (centres undefined)
    -0.4	18	93	3	-1	0.5	6	-5	-11	1
> CCOP(=S)(OCC)Oc1cc(C)oc(=O)c1Cl
    0.8	-2	94	0	2	0.0	-1	4	-3	-3
> CCC(c1nnnn1C(C)(C)C)N1CCC2(CC1)C(=O)NCN2c1ccccc1 (centres undefined)
    /	/	87	1	8	0.1	-1	/	-2	-7
> c1ccc2c(N3CCNCC3)nsc2c1
    -1.3	0	104	-12	6	0.3	-8	7	5	-7
> O=C1Nc2ccc(Br)cc2C(c2ccccc2Cl)=NC1O (centres undefined)
    0.1	1	92	-1	0	0.0	0	/	2	/
> CCC(=NCc1ccco1)c1c(O)n(-c2ccc(C)cc2)c(=O)[nH]c1=O
    -0.3	1	98	2	8	-0.2	5	2	-4	-7
> ClCCN(CCCl)c1ccc(C=Cc2ccncn2)cc1
    2.2	-7	113	-3	0	0.1	6	-5	?	-70
> O=C1NC(=O)C(=Cc2ccc(N3CCOCC3)cc2)C(=O)N1
    -0.1	17	95	1	3	0.5	3	0	-2	-7
> COc1cc(C(=O)N/N=C/C23CC[C@@H](O)CC2(O)CC[C@@H]2[C@@H]3CCC3(C)C(C4=CC(=O)OC4)CCC23O)ccc1O (some centres undefined)
    1.7	19	98	4	-4	0.0	15*	1	-3	-8
> C=CCC1(Nc2ccccc2)CC(C)N(C)CC1C (centres undefined)
    -3.1	-1	103	-1	6	0.0	-9	5	-4	4
> CCOC(=O)C1=C(N)Oc2ccccc2C12C(=O)N(CC(=O)OC)C(CC(=O)OC)=C2C(=O)OC (centres undefined)
    -0.4	0	107	1	1	0.1	0	-4	-4	-6
> CCOC(=O)[C@]12Cc3ccccc3[C@H]1N(CCC(=O)OC)C(=O)c1cc(OC)ccc12
    /	/	101	/	/	0.4	-5	/	/	-7
> COc1ccc(C(=O)C2CCCN(C3CSCCSC3)C2)c(OC)c1 (centres undefined)
    -1.9	11	99	-7	-5	-0.2	-6	-1	-9	-2
> C[C@H]1C(=O)O[C@@H]2CCN3CC=C(COC(=O)[C@](C)(O)[C@]1(C)O)[C@H]23
    -1.5	2	96	-3	-6	-0.2	11	3	-2	-6
> Oc1ccccc1Cl
    -0.8	5	104	2	-1	0.4	-4	/	17	/
> CN=C(SCc1ccccc1)c1c(O)n(C)c(=O)n(C)c1=O
    0.5	-2	94	1	0	0.0	0	8	13	-5
> COc1ccc(C2(c3cccc(O)c3OC)CCN(C(C)=O)CC2)cc1O
    -0.5	6	106	1	-3	0.1	1	5	i	-11
> CCOC(=O)[C@]12Cc3cc(OC)ccc3[C@H]1N(CC(=O)OC)C(=O)c1cc(OC)ccc12
    /	/	99	/	/	0.0	-1	/	/	-10
> CCn1c(O)c(C=NCCN2CCOCC2)c(=O)n(CC)c1=S
    3.1	12	100	1	-3	-0.1	1	2	-2	-4

Bioassay records from PubChem.
